OX1R antag-1: antagonists of human orexin 1 receptor; inhibition, % at 5 µM; O43613; CHO/OX1R cells, Fluo-8 calcium fluorescence, orexin A; AID 434989; 330,000 tested, 0.43% active;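 active = inhibition above its plate's threshold, mean inhibition of all tested compounds on the plate plus 3 SD, cut at about 37% in these data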;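 note: 0% = orexin A challenge wells and 100% = SB-334867-A antagonist wells; not every result past the cut was called active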
Target sequence (O43613 whole entry, looked up): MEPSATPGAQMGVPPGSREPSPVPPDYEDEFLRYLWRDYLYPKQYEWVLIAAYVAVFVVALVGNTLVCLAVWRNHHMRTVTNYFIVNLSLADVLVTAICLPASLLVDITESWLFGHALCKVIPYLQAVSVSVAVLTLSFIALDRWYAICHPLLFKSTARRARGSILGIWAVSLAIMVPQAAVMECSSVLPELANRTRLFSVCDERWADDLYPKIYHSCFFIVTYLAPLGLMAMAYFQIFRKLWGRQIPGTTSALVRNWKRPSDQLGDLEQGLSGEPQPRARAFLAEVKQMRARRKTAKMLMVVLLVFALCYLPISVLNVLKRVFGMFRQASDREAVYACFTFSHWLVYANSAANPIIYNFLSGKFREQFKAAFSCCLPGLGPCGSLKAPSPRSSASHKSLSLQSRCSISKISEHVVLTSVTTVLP
STK33 inh: blocks human STK33 kinase activity | Q9BYT3 | 320,000 tested, 0.073% active | inhibition, % at 10 µM | purified STK33, MBP phosphorylation, ADP-Glo luminescence;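 active = inhibition at or above 25%, using the most active replicate where run in duplicate; inactive = inhibition below 25%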
Target sequence (Q9BYT3 whole entry, looked up): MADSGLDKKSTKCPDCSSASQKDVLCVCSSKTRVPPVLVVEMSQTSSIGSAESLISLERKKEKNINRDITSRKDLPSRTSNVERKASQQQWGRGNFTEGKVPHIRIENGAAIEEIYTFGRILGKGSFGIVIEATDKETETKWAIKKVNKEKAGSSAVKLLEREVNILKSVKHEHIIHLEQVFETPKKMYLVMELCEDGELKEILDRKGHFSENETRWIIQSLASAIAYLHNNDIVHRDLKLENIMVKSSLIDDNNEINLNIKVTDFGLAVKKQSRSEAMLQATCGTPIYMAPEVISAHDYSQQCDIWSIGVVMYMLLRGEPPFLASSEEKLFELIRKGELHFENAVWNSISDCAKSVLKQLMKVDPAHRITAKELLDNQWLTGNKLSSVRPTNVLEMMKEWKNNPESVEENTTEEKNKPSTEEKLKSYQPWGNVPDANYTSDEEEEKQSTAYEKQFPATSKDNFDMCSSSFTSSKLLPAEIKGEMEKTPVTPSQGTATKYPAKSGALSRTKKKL
OX1R antag-2: blocks the human orexin 1 receptor; O43613; OX1R-expressing cells, FRET antagonist read-out; inhibition, % at 6.6 µM; 330,000 tested, 1.8% active; AID 485270; in the data active = inhibition mostly above about 38%, no sharp cut-off; inactive = mostly below about 40%;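 note: 0% = agonist challenge alone and 100% = reference antagonist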
Numbers without * were called inactive; · = no result given.

#1 CC1CCCC(C)N1C(=O)Cn1c(SCC(=O)NCc2ccc3c(c2)OCO3)nc2ccccc21 (configuration not stated)
#2 N#Cc1ccc(CN2CCN(C(=O)CNS(=O)(=O)c3ccc4c(c3)OCCCO4)CC2)cc1
#3 COc1cc(C(=O)OCC(=O)NC2CCS(=O)(=O)C2)c([N+](=O)[O-])cc1OC (configuration not stated)
#4 CCN(CC)c1ccc2c(C)c(CN3CCOCC3)c(=O)oc2c1
#5 CCN(CC(=O)Nc1ccc(OC)cc1)C(=O)CCS(=O)(=O)c1ccc(C)cc1
#6 Nc1ncnc(Sc2ccccc2)c1[N+](=O)[O-]
compound no.	1	2	3	4	5	6
OX1R antag-1	-24	6	-3	-20	-18	-8
STK33 inh	1.9	5.2	-0.1	-0.7	-2.8	2.9
OX1R antag-2	24	-4	44	16	20	46*

#7 O=C1CC(c2ccc(F)cc2)CC(O)=C1C=NCCN1CCNCC1 (configuration not stated)
#8 C/C(=N\OCC(=O)OC(C)C(=O)Nc1ccc(C(N)=O)cc1)c1ccc2c(c1)OCO2 (configuration not stated)
#9 NC(=O)c1ccccc1OCc1nnc(-c2ccccc2Br)o1
#10 CCC1Nc2ncnc(N3CCOCC3)c2N(Cc2ccc(Br)cc2)C1=O (configuration not stated)
#11 CN1CCN(CC(=O)Nc2nc3ccccc3s2)CC1
#12 Cc1ccc(-c2noc(-c3ccno3)n2)cc1
compound no.	7	8	9	10	11	12
OX1R antag-1	-6	-2	-22	-21	-16	-6
STK33 inh	-0.8	-0.5	1.2	-0.6	-0.1	0.2
OX1R antag-2	-1	34	15	3	8	3

#13 O=C(O)c1cccc(NC(=O)c2cccc(S(=O)(=O)N3CCc4ccccc4C3)c2)c1
#14 CCOC(=O)c1ccc(NC(=O)CN2C(=O)NC3(CCCCCCC3)C2=O)cc1
#15 COc1ccccc1CNC(=O)c1cnc2sccn2c1=O
#16 COCCN(C(=O)COC(=O)CCc1c[nH]c2ccccc12)c1c(N)n(Cc2ccccc2)c(=O)[nH]c1=O
#17 COc1cccc(N2CCN(c3nc(C)cc(=O)[nH]3)CC2)c1
#18 N#Cc1nc(-c2ccccc2)oc1N1CCC(C(N)=O)CC1
compound no.	13	14	15	16	17	18
OX1R antag-1	-5	-5	3	-10	-6	-17
STK33 inh	-1.4	0.4	0.4	0.0	-0.8	0.6
OX1R antag-2	7	5	8	10	6	6

#19 Cc1csc2nc(CSc3nc4ccccc4o3)c(Br)n12
#20 Cn1cncc1C#Cc1ccc2cc(C(C)(C)O)oc(=O)c2c1
#21 CC(=O)C1=C(C)NC(SCC(N)=O)=C(C#N)C1c1ccco1 (configuration not stated)
#22 Cc1cc(C)nc(/N=C(\N)Nc2ccc(OCc3ccccc3)cc2)n1
#23 Cc1ccc(S(=O)(=O)c2nc(-c3cccs3)oc2SCC(N)=O)cc1
#24 OCCCc1nc2ccccc2n1CCCCOc1ccccc1
compound no.	19	20	21	22	23	24
OX1R antag-1	6	-6	-12	105*	-10	-1
STK33 inh	-1.5	1.3	·	1.3	-1.9	-0.1
OX1R antag-2	62	16	18	19	17	7

Full records from above:
CN1CCN(CC(=O)Nc2nc3ccccc3s2)CC1 as listed: OX1R antag-1: -16; STK33 inh: -0.1; OX1R antag-2: 8
COCCN(C(=O)COC(=O)CCc1c[nH]c2ccccc12)c1c(N)n(Cc2ccccc2)c(=O)[nH]c1=O as listed: OX1R antag-1: -10; STK33 inh: 0.0; OX1R antag-2: 10

The listing continues:
#25 O=S1(=O)c2ccccc2OC(COCc2ccccc2)CN1C1CC1 (configuration not stated)
#26 Cc1cccc(Nc2nc(N)nc(CN3CCN(c4ccccc4F)CC3)n2)c1
#27 O=C(Nc1ccccc1-c1ccccc1)C(=O)Nc1ccccc1-c1ccccc1
#28 CCn1cc(C(=O)NCC2CCCO2)c(=O)c2cc(F)c(N3CCN(C)CC3)cc21 (configuration not stated)
#29 O=C1NCCN/C1=C\C(=O)c1ccc(F)cc1
#30 N#C/C(=C\c1c(N(Cc2ccccc2)Cc2ccccc2)nc2ccccn2c1=O)C(N)=O
compound no.	25	26	27	28	29	30
OX1R antag-1	-23	-44	-13	-1	-6	-20
STK33 inh	·	-3.1	-1.1	0.7	0.5	1.1
OX1R antag-2	11	9	-1	-8	30	12

#31 COc1ccc(N2CCN(CCCNC(=O)CCC(=O)N3CCOc4ccc(Cl)cc43)CC2)cc1
#32 CCN1CCN(C(=O)c2ccc3c(=O)n(CCC4=CCCCC4)c(=O)[nH]c3c2)CC1
#33 COCCn1c(C)cc(C2=NNC(=NC3CC3)SC2)c1C
#34 Cc1ccc(C)c(NC(=O)CSc2nnc([C@@H]3CCCN3C(=O)OC(C)(C)C)o2)c1
#35 CC(=O)OC(C(=O)NCc1ccco1)c1ccncc1 (configuration not stated)
#36 O=C(N/N=C/c1ccccc1)c1cc[n+]([O-])cc1
compound no.	31	32	33	34	35	36
OX1R antag-1	-25	-22	-25	-34	9	-6
STK33 inh	-0.8	·	6.6	-1.1	-1.0	-0.7
OX1R antag-2	2	25	1	17	22	23

#37 CCn1cc(CN2CCC(n3nccc3NC(=O)CCCc3ccccc3)CC2)cn1
#38 CCCOc1ccc(OCC(=O)c2[nH]c(C)c(C(C)=O)c2C)cc1
#39 CCC1CCCCN1C(=O)CSc1nc(N)cc(=O)[nH]1 (configuration not stated)
#40 CCN(CC)S(=O)(=O)c1ccc(C2=NOC3(C2)N(C)c2ccccc2C3(C)C)cc1 (configuration not stated)
#41 CCCCNCC(O)(c1ccc(Cl)cc1)c1ccc(Cl)cc1
#42 Cn1c(CCN2CCCCC2)nc2cc([N+](=O)[O-])ccc21
compound no.	37	38	39	40	41	42
OX1R antag-1	-2	0	-5	-20	-14	5
STK33 inh	0.5	9.0	-1.0	-1.5	1.5	-2.1
OX1R antag-2	19	18	-7	15	46	19

#43 FC(F)(F)c1cnc(-c2cnc3c(-c4ccc(Cl)cc4)cnn3c2)c(Cl)c1
#44 O=C(CCCC(=O)c1ccc(O)cc1)c1ccc(O)cc1
#45 NC(=O)CSc1nnc2n(-c3ccccc3)c(=O)c3c4c(sc3n12)CCCCC4
#46 O=C1CC(N2CCN(Cc3ccc4c(c3)OCO4)CC2)C(=O)N1CCc1ccccc1 (configuration not stated)
#47 COc1ccc(C2C(C(=O)Nc3cccc(OC)c3)c3ccccc3C(=O)N2C)cc1 (configuration not stated)
#48 COc1ccc(-c2nn(CCC(=O)O)cc2/C=C2\SC(N)=NC2=O)cc1
compound no.	43	44	45	46	47	48
OX1R antag-1	12	-3	-11	-2	-26	22
STK33 inh	-0.6	-0.4	0.4	-0.7	-0.5	-2.7
OX1R antag-2	4	18	17	0	21	77*

#49 O=C(Nc1ccc(C(=O)O)cc1)/C(=C\C=C\c1ccccc1)NC(=O)c1ccc(Br)cc1
#50 O=C(O)/C(=C\c1cccs1)c1ccccc1
#51 Cc1ccc(C(=O)Nc2ccc(NC(=O)c3ccco3)c(C)c2)cc1
#52 O=C(CCC1CCCC1)Nc1ccon1
#53 CS(=O)(=O)N1CCC(C(=O)NNC(=O)Nc2ccc(F)c(Cl)c2)CC1
#54 O=C(CCc1ccccc1)NN1C(=O)C2C3C=CC(C3)C2C1=O (configuration not stated)
compound no.	49	50	51	52	53	54
OX1R antag-1	-9	-8	-21	-7	-18	-2
STK33 inh	-0.2	-1.4	-0.3	-1.8	-0.6	-0.3
OX1R antag-2	12	35	16	10	18	6

#55 CCN(C(=O)C(C)N1C(=O)/C(=C/c2cccs2)SC1=S)C1CCS(=O)(=O)C1 (configuration not stated)
#56 CCCCN(C)C(=O)c1nc2ccccn2c1CNCCCn1nnc2ccccc21
#57 COC(=O)C1=C(C)N(Cc2ccco2)C(=O)/C1=C\c1ccc([N+](=O)[O-])cc1
#58 CCN(CC)S(=O)(=O)c1ccc2c(c1)nc(-c1ccccn1)n2C
#59 CC(C)NC(=O)C1COc2ccccc2O1 (configuration not stated)
#60 O=C(NCc1ccco1)c1ccccc1NS(=O)(=O)c1cccs1
compound no.	55	56	57	58	59	60
OX1R antag-1	-17	-27	-14	-6	-8	-12
STK33 inh	-1.0	0.0	-0.9	-0.2	-4.4	-0.6
OX1R antag-2	25	28	9	6	5	28

#61 CCCCC(=O)NC(c1ccc(OC)c(OC)c1)c1c(O)ccc2ccccc12 (configuration not stated)
#62 CCOc1cc(CNCCCN2CCOCC2)ccc1OCC(=O)Nc1cccc2ccccc12
#63 Cc1ccc([C@@H]2[C@@H]3C(=O)N(c4ccccc4)C(=O)[C@@H]3[C@]3(Cc4ccccc4)C(=O)N(CC4CC4)CC(=O)N23)o1
#64 CSC1=NC(C)(C)C=C(/C=C/c2ccc(Cl)cc2Cl)N1
#65 Clc1cccc(Cl)c1Cn1cnc2c(N3CCCCCC3)ncnc21
#66 Cc1ccsc1C(=O)OCC(=O)NCC1CCCO1 (configuration not stated)
compound no.	61	62	63	64	65	66
OX1R antag-1	-15	-32	-30	-35	-24	-1
STK33 inh	-4.3	1.0	-1.3	1.3	-4.8	0.4
OX1R antag-2	2	23	17	12	7	2

#67 O=C(Nc1cccc(C(=O)Nc2ccc(Cl)cn2)c1)c1ccccc1
#68 CC(=O)O[C@H]1C2OC(=O)C(C)=C2[C@@H]2OC(=O)[C@]3(CCC4OC41C)OC23 (some centres not stated)
#69 COc1ccc(CCNC(=O)c2cc3c(=O)n4cccc(C)c4nc3s2)cc1OC
#70 Cc1nn(C(=O)CCC(=O)NCc2cccc(F)c2)c2ccccc12
#71 CSc1ccc(/C=N/N2CCN(Cc3ccccc3Cl)CC2)cc1
#72 COc1ccc(N2CCN(C(=O)c3ccc(Br)cc3)CC2)c([N+](=O)[O-])c1
compound no.	67	68	69	70	71	72
OX1R antag-1	-24	0	-4	4	-22	-15
STK33 inh	0.3	-0.1	0.1	-1.3	0.8	-1.1
OX1R antag-2	-2	3	11	5	12	5

#73 CN(C(=O)COC(=O)/C=C/c1ccc(C(F)(F)F)cc1)C1CCS(=O)(=O)C1 (configuration not stated)
#74 O=C(c1ccco1)N1CCN(S(=O)(=O)c2ccccc2)CC1
#75 O=C(OCC(=O)N1CCC(Cc2ccccc2)CC1)c1ccccc1NCCO
#76 COc1ccccc1NC(=S)NC(NC(C)=O)C(Cl)(Cl)Cl (configuration not stated)
#77 COc1ccc(NC(=O)CN(C)C(=O)CNC(=O)c2cccs2)cc1
#78 Cc1ccc(S(=O)(=O)NC(CC(C)C)C(=O)N2CC(C)OC(C)C2)cc1 (configuration not stated)
compound no.	73	74	75	76	77	78
OX1R antag-1	-1	-10	-7	-10	-3	-14
STK33 inh	-0.3	-1.9	-0.7	-1.3	-2.1	-4.1
OX1R antag-2	12	-4	16	0	13	14

#79 CC(C)(C)OC(=O)N1CCCC(C(=O)Nc2ccc(C(=O)N3CCCC3)cc2)C1 (configuration not stated)
#80 CN(Cc1cccc(Cl)c1Cl)CC(O)COc1ccccc1 (configuration not stated)
#81 Cc1nc2ccccc2c2nc(NC(=O)Cc3ccccc3)nn12
#82 c1ccc2c(CSCc3nc4ccccc4[nH]3)cccc2c1
#83 CCN1CCN(C(c2ccccc2)c2nnnn2CCc2ccc(OC)c(OC)c2)CC1 (configuration not stated)
#84 Cc1cc(Br)cc2c(C(=O)NCC3CCCO3)cc(-c3ccccc3)nc12 (configuration not stated)
compound no.	79	80	81	82	83	84
OX1R antag-1	-15	-24	-19	14	-20	-41
STK33 inh	-0.3	-0.7	0.4	-0.5	-1.6	1.8
OX1R antag-2	6	4	10	91*	13	12

#85 CC(=O)c1cccc(NC(=O)C2CCCN2S(=O)(=O)c2cccc3cccnc23)c1 (configuration not stated)
#86 Cc1noc(C)c1COc1ccc(C(=O)OCC(=O)OC(C)(C)C)cc1
#87 CCCC(O)(c1ccccc1)C(CN1CCOCC1)c1ccccc1 (configuration not stated)
#88 c1ccc(OCCOCCN2CCOCC2)cc1
#89 COc1cc(-c2nnc(CSc3nnc(Nc4ccc(Oc5ccccc5)cc4)s3)o2)cc(OC)c1OC
#90 O=C(Cc1cccc(C(F)(F)F)c1)Nc1ccccc1
compound no.	85	86	87	88	89	90
OX1R antag-1	14	-13	-37	-13	-18	-21
STK33 inh	-1.7	-2.3	1.0	-1.1	1.2	-0.2
OX1R antag-2	67*	6	-8	4	45	15

#91 CCC(C)NC(=O)CN1C(=O)NC2NC(=O)NC21 (configuration not stated)
#92 CC1(C)CC(=O)C(C=NCC(O)c2ccccc2)=C(O)C1 (configuration not stated)
#93 Cc1c(N=Cc2cccs2)c(=O)n(-c2ccccc2)n1C
#94 COc1cccc(C(=O)Nc2cc(=O)n(C)c(=O)n2C)c1OC
#95 c1ccc(Cn2ncc3c(N4CCOCC4)ncnc32)cc1
#96 Cc1ccc(S(=O)(=O)Nc2ccc(NC(=O)c3cccnc3)cc2)cc1
#97 Oc1ccc(/C=N/N2CCN(Cc3ccccc3)CC2)cc1
#98 O=C1CN(C(=O)/C=C/c2cc(Br)ccc2F)CCN1
#99 O=[N+]([O-])c1cccnc1Sc1n[nH]c(-c2ccc(Cl)cc2)n1
compound no.	91	92	93	94	95	96	97	98	99
OX1R antag-1	-6	5	0	-15	-21	-25	-15	-19	-25
STK33 inh	-0.7	-0.7	-0.4	-0.2	-0.5	-0.2	-2.1	-0.5	-0.6
OX1R antag-2	8	7	9	2	15	3	8	14	10

Screening results (PubChem BioAssay)
